Assay outcomes deposited in PubChem by several laboratories.
STK33 kinase inh: blocks human STK33 kinase activity | purified STK33, MBP phosphorylation, ADP-Glo luminescence | 320,000 compounds, 0.073% hits | inhibition, % at 10 µM | Q9BYT3 | AID 2661;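 active = inhibition at or above 25%, using the most active replicate where run in duplicate; inactive = inhibition below 25%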
Target sequence (Q9BYT3 whole entry, looked up): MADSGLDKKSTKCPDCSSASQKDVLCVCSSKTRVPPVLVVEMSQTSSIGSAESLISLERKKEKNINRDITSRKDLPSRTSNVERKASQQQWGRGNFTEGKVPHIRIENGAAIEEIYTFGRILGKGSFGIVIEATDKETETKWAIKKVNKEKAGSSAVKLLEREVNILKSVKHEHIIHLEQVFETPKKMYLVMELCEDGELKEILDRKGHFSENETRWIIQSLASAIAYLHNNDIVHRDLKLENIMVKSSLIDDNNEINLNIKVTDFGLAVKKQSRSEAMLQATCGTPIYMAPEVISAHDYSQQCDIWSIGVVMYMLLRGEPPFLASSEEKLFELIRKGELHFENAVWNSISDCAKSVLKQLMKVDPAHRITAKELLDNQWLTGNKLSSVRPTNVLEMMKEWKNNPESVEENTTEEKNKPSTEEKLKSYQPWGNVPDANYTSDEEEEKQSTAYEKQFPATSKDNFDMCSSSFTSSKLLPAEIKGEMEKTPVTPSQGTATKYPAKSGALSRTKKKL
CHT inh: human CHT choline transport inhibition | Q9GZV3 | CHT-expressing cells, membrane potential dye, choline response; hits give low values | B-score at 10 µM | 310,000 compounds, 0.86% hits;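 active = B-score over 3 SD under the library average, and starting fluorescence ratio not unusually high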;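 note: choline stimulus applied at its EC90 after an EC20 pre-addition; B-score computed on integrated fluorescence ratio after choline addition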
Target sequence (Q9GZV3 whole entry, looked up): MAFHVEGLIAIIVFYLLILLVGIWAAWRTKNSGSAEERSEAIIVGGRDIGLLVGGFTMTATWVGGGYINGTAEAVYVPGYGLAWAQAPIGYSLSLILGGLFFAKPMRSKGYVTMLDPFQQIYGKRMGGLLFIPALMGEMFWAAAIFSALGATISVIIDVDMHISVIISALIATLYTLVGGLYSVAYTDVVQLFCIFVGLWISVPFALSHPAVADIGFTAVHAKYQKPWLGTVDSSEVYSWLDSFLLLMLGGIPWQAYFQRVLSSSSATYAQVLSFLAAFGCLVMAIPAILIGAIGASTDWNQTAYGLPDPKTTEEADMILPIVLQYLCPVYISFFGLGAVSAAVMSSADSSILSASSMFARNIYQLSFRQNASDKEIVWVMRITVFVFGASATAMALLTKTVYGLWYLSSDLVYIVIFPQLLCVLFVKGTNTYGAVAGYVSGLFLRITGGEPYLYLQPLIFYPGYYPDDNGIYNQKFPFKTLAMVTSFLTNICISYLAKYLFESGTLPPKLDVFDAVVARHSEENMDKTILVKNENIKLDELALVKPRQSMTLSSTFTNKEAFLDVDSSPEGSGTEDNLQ
CHT allo act: allosteric activators of human choline transporter CHT; Q9GZV3; CHT-expressing cells, membrane potential dye, choline EC20; hits give high values; LV-AA mutant CHT in HEK293 cells; B-score at 10 µM; 310,000 compounds, 0.49% hits; AID 488977;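 active = initial fluorescence not abnormally high and integrated response B-score, plate-corrected, over 3 SD above library mean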
An asterisk follows results filed as active; i = inactive; . = not tested or not shown.

Preview, 2 compounds:
SMILES | STK33 kinase inh | CHT inh | CHT allo act
O=c1c2c3c(sc2nc2n1CCCCC2)CCCC3 | -1.6 | i | i
O=C1C(Cc2cccc([N+](=O)[O-])c2)S/C(=N/N=C/c2ccco2)N1c1ccccc1 (stereo not drawn) | 1.4 | i | i

The whole of this part (from the top)
SMILES | STK33 kinase inh | CHT inh | CHT allo act
O=c1c2c3c(sc2nc2n1CCCCC2)CCCC3 | -1.6 | i | i
O=C1C(Cc2cccc([N+](=O)[O-])c2)S/C(=N/N=C/c2ccco2)N1c1ccccc1 (stereo not drawn) | 1.4 | i | i
COc1cccc(CNC(=O)c2n[nH]c3ccccc23)c1 | 1.8 | i | i
Cc1ccsc1C(=O)N1CCCC(CCC(=O)NCc2ccc(F)c(F)c2)C1 (stereo not drawn) | 0.1 | i | i
COc1ccc(-n2cnc3cc(C(=O)NC4CCCC4)ccc32)cc1 | -0.5 | i | i
Cc1ccc(C(=O)C(C)OC(=O)c2cc3cc([N+](=O)[O-])ccc3oc2=O)cc1 (stereo not drawn) | -0.9 | i | i
CCCCn1c(O)c(N=NC(=O)c2ccncc2)c2cc(Br)ccc21 | 1.9 | i | i
COc1ccc(NS(=O)(=O)c2cn(C)cn2)cc1Cl | 0.5 | i | i
CCCCc1[nH]c(=O)c(C#N)c2c1CCCC2 | 1.4 | i | i
CCOc1ccc(CCNC(=O)c2[nH]c(C)c(C(C)=O)c2C)cc1OCC | 1.3 | i | i
COc1ccccc1-c1cc(-c2cc(Cl)ccc2O)n[nH]1 | 0.3 | i | i
COc1ccc(C(C)=O)cc1COC(=O)CCNS(=O)(=O)c1ccc(C(C)=O)cc1 | -0.3 | i | i
CCCN1C2CCCC1CC(NC(=O)c1ccccc1OC)C2 (stereo not drawn) | -0.6 | i | i
Cc1cccc(Nc2nnc(SC/C(O)=C(\C#N)c3nc4ccccc4[nH]3)s2)c1C | 0.0 | i | i
CCCCCCOC(=O)C(C#N)c1nc2ccccc2nc1N1CCN(CC)CC1 (stereo not drawn) | 3.6 | i | i
C[C@]12C(=O)N(c3ccc(Cl)cc3)C(=O)N1[C@@H]1c3ccccc3OC[C@@H]1[C@H]2c1ccccc1 | -0.6 | i | i
Cc1c(C(=O)NCC(C)C)sc2nc(-c3ccc(F)cc3)cn12 | -0.5 | i | i
Cc1noc(C)c1C(=O)Nc1ccccn1 | -1.7 | i | i
COc1ccc(CC(=O)NC(=S)Nc2ccc(S(=O)(=O)NC(C)(C)C)cc2)cc1 | -1.1 | i | i
Cc1ccc(C(=O)NCC(=O)OCC(=O)Nc2ccccc2C#N)s1 | 0.0 | -13* | i
Cc1ccc(CNS(=O)(=O)c2ccc(CN3C(=O)c4cccnc4C3=O)cc2)o1 | -1.3 | i | i
CC(C)(C)NC(=O)NC(=O)COC(=O)C1CC(=O)N(Cc2ccccc2)C1 (stereo not drawn) | -0.3 | i | i
O=C(N/N=C\c1ccc(O)c([N+](=O)[O-])c1)C1COc2ccccc2O1 (stereo not drawn) | 0.2 | i | i
CCOC(=O)c1nc2c(=O)n(C)c(=O)n(C)c2n(C)c1=O | -0.8 | i | i
CCS(=O)(=O)N1Cc2ccccc2CC1C(=O)Nc1ccccc1OC (stereo not drawn) | -0.5 | i | i
COC(=O)Nc1ccc(OCC(=O)N2CCOCC2)cc1 | -1.0 | i | i
CC1(/[N+]([O-])=C/c2ccc(F)cc2)CCCCC1=O (stereo not drawn) | -0.9 | i | i
O=C(Cn1ncc2c(=O)oc3ccccc3c21)N1CCc2ccccc2C1 | -3.9 | i | i
O=C(COc1ccc2c3c(c(=O)oc2c1)CCC3)NC(Cc1ccc(Cl)cc1)C(=O)O (stereo not drawn) | -1.1 | i | i
CCOC(=O)C1CCN(c2c(NCc3ccc(C(=O)NC(C)CC)cc3)c(=O)c2=O)CC1 (stereo not drawn) | 0.9 | i | i
C[n+]1ccccc1Nc1cc([N+](=O)[O-])ccc1N | 0.3 | i | i
CCOCCOc1nc2c(c(=O)n(C)c(=O)n2C)n1Cc1ccc(C)cc1 | -0.2 | i | i
COc1ccc(/C=N/NC(=O)c2ccc(NC(=O)C3CCCCC3)cc2)cc1O | -2.0 | i | i
Cc1onc(-c2ccccc2Cl)c1C(=O)Nc1ccc(F)c(F)c1 | -1.7 | i | i
CN(C)S(=O)(=O)c1ccc(N2CCCC2)c(C(=O)NC2CCC(O)CC2)c1 (stereo not drawn) | -0.7 | i | i
CCN(CC)CCCNC(=O)CSc1nc(C)cc(C)n1 | -0.6 | i | i
NC(=S)NNc1cc(Cl)cc(Cl)c1 | 0.9 | i | i
O=[N+]([O-])c1cc(C(F)(F)F)cc([N+](=O)[O-])c1NCc1cccnc1 | -2.0 | i | i
CCc1nc(SCC(=O)Nc2cc(C)on2)c2c(=O)n(C)c(=O)n(C)c2n1 | 1.1 | i | i
Cc1ccc(OCc2cc(C(=O)NC(C)Cc3cccnc3)no2)cc1C (stereo not drawn) | -0.2 | i | i
CCC(=O)Nc1ccc(NC(=O)CSc2nnc(-c3ccco3)n2CC)cc1 | 0.6 | i | i
CC(C)CCC(C)NC(=O)Cc1ccc(S(=O)(=O)N2CCOCC2)s1 (stereo not drawn) | -0.2 | i | i
COc1ccc(C)cc1NC(=O)NNC(=O)c1ccoc1C | -0.1 | i | i
CNc1nc(C)nc(N/N=C/c2ccccc2)n1 | -0.5 | i | i
O=C(CSc1nnc(-c2ccccc2Br)o1)N1CCOCC1 | -0.2 | i | i
CN(C)c1ccc2nsnc2c1[N+](=O)[O-] | -0.6 | i | i
Cc1cc(C)c(C(=O)COC(=O)C2CC3CCCC(C2)C3=O)c(C)c1 (stereo not drawn) | -1.2 | i | i
Cc1nnc(SCC(=O)NC2CCCC2)n1CCc1ccccc1 | -3.1 | i | i
Cc1ccc(S(=O)(=O)N2CCN(CC(=O)NC3CCCc4ccccc43)CC2)c(C)c1 (stereo not drawn) | -0.1 | i | i
COc1ccc(NC(=O)Nc2nnc(C(C)C)s2)cc1 | 0.1 | i | i
Further structures.
SMILES | STK33 kinase inh | CHT inh | CHT allo act
COc1ccc(C/C(C)=N/NC(=O)c2ccncc2)cc1 | 0.9 | i | i
CC1=CN2C(=N)/C(=C/c3ccc(C)o3)C(=O)N=C2S1 | 0.8 | i | i
Cn1c(C(=O)N(Cc2ccccc2)Cc2cccs2)cc2sccc21 | 0.3 | i | i
Nc1c(C(=O)NC2CCCC2)c2nc3ccccc3nc2n1/N=C/c1cccnc1 | -1.1 | i | i
COc1ccc(S(=O)(=O)NCC2CCCN(C(=O)C=C(C)C)C2)cc1 (stereo not drawn) | -0.6 | i | i
C[C@H]1C=C(C(=O)NCc2nc3ccccc3[nH]2)O[C@@H](OCc2ccc(CO)cc2)C1 | -0.9 | i | i
O=C(CC(C(=O)O)N1CCOCC1)Nc1ccc(Cl)cc1 (stereo not drawn) | -0.9 | i | i
CN(C)c1ccc(/C=N/NC(=O)c2cc(=O)[nH]c3ccccc23)cc1 | -1.2 | i | i
O=C(CSc1nnc(NC(=O)c2c(F)cccc2F)s1)NCc1ccc(F)cc1 | -0.8 | i | i
Cc1ccc2oc(=O)c3cnn(CC(=O)N(CCCN4CCOCC4)Cc4ccco4)c3c2c1 | -3.7 | i | i
COc1ccc(OC)c(NC(=O)CCNS(=O)(=O)c2cc(Br)cnc2N)c1 | -2.4 | i | i
CCOC(=O)C1CCN(c2cc3c(cc2NC(=O)c2ccccc2Br)n(C)c(=O)n3C)CC1 | 2.0 | i | i
COc1ccc(C)cc1NC(=O)C(=O)NNC(=O)c1ccco1 | -2.9 | i | i
c1ccc(-c2cn(C[C@H]3CC[C@H](Cn4cc(-c5ccccn5)nn4)O3)nn2)nc1 | -0.7 | i | i
Cc1ccc(OCCSc2nc(N)cc(N)n2)cc1 | -1.0 | i | i
COc1ccc(C(=O)N2CCN=C2c2ccccc2)cc1OC | -0.9 | i | i
Cc1ccc(NC(=O)C2C3C=CC4(O3)C2C(=O)N(CCN2CCOCC2)C4C(=O)NC2CCCCC2)cc1C (stereo not drawn) | -0.7 | i | i
C=CCSc1nc2ccccc2n1Cc1nnc(-c2cccs2)o1 | -2.0 | -6.2* | i
Nc1c(Cl)ncnc1N/N=C/c1ccncc1 | -2.5 | i | i
O=C(N1CCN(c2ccccn2)CC1)C(Cl)(Cl)Cl | -1.4 | i | i
Cc1ccccc1C(=O)NC(C(=O)Nc1nc2c(s1)CCCC2)C(C)C (stereo not drawn) | -0.2 | i | i
Cc1ccc(NS(=O)(=O)c2cccc(C(=O)N3CCCCCC3)c2)cc1 | 0.0 | i | i
COC(=O)c1ccc(N2CCCCC2)c(N)c1 | 0.8 | i | i
CN1C(=O)c2ccccc2C(C(=O)NCc2ccco2)C1c1c[nH]c2ccccc12 (stereo not drawn) | -0.5 | i | i
CCCC(=O)Nc1ccc(NC(=O)c2cccc(OC)c2)nc1 | -0.5 | i | i
O=C(CN1CCN(C(=O)C2CCCO2)CC1)Nc1ccc(Br)cc1 (stereo not drawn) | 0.1 | i | i
O=c1c(-c2nn[nH]n2)coc2ccc(Cl)cc12 | 0.2 | i | i
O/C(=C\c1ccc2ccccc2n1)c1ccc(O)cc1O | 2.8 | i | i
Cc1ccc(-c2cc(=O)[nH]c(NCc3ccccc3)n2)cc1 | -3.0 | i | i
CCOc1ccc2cc(C(=O)c3ccccc3)c(=O)oc2c1 | -1.3 | i | i

A draw from above in order of formula weight, ascending.
SMILES | STK33 kinase inh | CHT inh | CHT allo act
COC(=O)c1ccc(N2CCCCC2)c(N)c1 | 0.8 | i | i
Nc1c(Cl)ncnc1N/N=C/c1ccncc1 | -2.5 | i | i
Cc1ccc(OCCSc2nc(N)cc(N)n2)cc1 | -1.0 | i | i
O/C(=C\c1ccc2ccccc2n1)c1ccc(O)cc1O | 2.8 | i | i
Cc1ccc(-c2cc(=O)[nH]c(NCc3ccccc3)n2)cc1 | -3.0 | i | i
O=C(N1CCN(c2ccccn2)CC1)C(Cl)(Cl)Cl | -1.4 | i | i
COc1ccc(C(=O)N2CCN=C2c2ccccc2)cc1OC | -0.9 | i | i
CCCC(=O)Nc1ccc(NC(=O)c2cccc(OC)c2)nc1 | -0.5 | i | i
C=CCSc1nc2ccccc2n1Cc1nnc(-c2cccs2)o1 | -2.0 | -6.2* | i
Cc1ccccc1C(=O)NC(C(=O)Nc1nc2c(s1)CCCC2)C(C)C (stereo not drawn) | -0.2 | i | i
c1ccc(-c2cn(C[C@H]3CC[C@H](Cn4cc(-c5ccccn5)nn4)O3)nn2)nc1 | -0.7 | i | i
O=C(CN1CCN(C(=O)C2CCCO2)CC1)Nc1ccc(Br)cc1 (stereo not drawn) | 0.1 | i | i
CN1C(=O)c2ccccc2C(C(=O)NCc2ccco2)C1c1c[nH]c2ccccc12 (stereo not drawn) | -0.5 | i | i
Cc1ccc(NC(=O)C2C3C=CC4(O3)C2C(=O)N(CCN2CCOCC2)C4C(=O)NC2CCCCC2)cc1C (stereo not drawn) | -0.7 | i | i

Continued:
SMILES | STK33 kinase inh | CHT inh | CHT allo act
Cc1ccc(C(=O)N2CCN(c3ccc(NC(=O)c4cccnc4Cl)cc3)CC2)cc1 | -1.0 | i | i
CN(C)S(=O)(=O)c1ccc(C(=O)/C=C/c2cccnc2)cc1 | 3.4 | i | i
COc1cc(C(=O)Nc2ccc(NC(=O)c3ccccc3Cl)nc2)cc(OC)c1OC | 0.1 | i | i
COc1ccc(N2CCN(C(=O)CSc3nc4c(c(=O)n(C)c(=O)n4C)n3C(C)C)CC2)cc1 | -1.4 | i | i
COc1ccc(NC(=O)CN2CCN(c3ccc(Cl)cc3)CC2)c(OC)c1 | 2.7 | i | i
CN(C)C(CNC(=O)c1cccc(S(=O)(=O)NCc2ccccc2)c1)c1ccco1 (stereo not drawn) | -1.1 | i | i
CCCn1nc(C(=O)NCCc2ccc(S(N)(=O)=O)cc2)c2ccccc2c1=O | -1.0 | i | i
N#CC1(NC(=O)CN2CCN(S(=O)(=O)c3ccccc3F)CC2)CCCC1 | -0.3 | i | i
CCCSc1ncc(Cl)c(C(=O)Nc2ccc(S(=O)(=O)N3CC(C)OC(C)C3)cc2)n1 (stereo not drawn) | . | i | i
CNC(=O)NC(=O)COc1c(F)c(F)cc(F)c1F | -1.2 | i | i
Cc1cccc(N2CCN(C(=O)CCS(=O)(=O)c3ccc(Br)cc3)CC2C)c1 (stereo not drawn) | -0.9 | i | i
Cc1ccc(CNC(=O)C2(S(=O)(=O)c3ccccc3)CC=CC2)cc1 | -0.3 | i | i
Clc1cc2nc(-c3cccnc3Cl)[nH]c2cc1Cl | -0.5 | i | i
CN1C(c2ccccc2)CC(=NO)CC1c1ccccc1 (stereo not drawn) | -2.0 | i | i
Cn1cccc1C(=O)NCC(c1ccco1)N1CCCCC1 (stereo not drawn) | -0.1 | i | i
CC(C)NC(=O)CC1OC(=O)c2ccccc21 (stereo not drawn) | -0.7 | i | i
Cc1ccc2cc(C#N)c(N3CCCN(C(=S)NCCCN(C)C)CC3)nc2c1 | -0.3 | i | i
C=CCNc1oc(/C=C/c2ccccc2)nc1C#N | -2.5 | i | i
O=C(Cn1nc(-c2cccc(Cl)c2)ccc1=O)Nc1ccccc1Br | -0.8 | i | i
COC(=O)CSc1nc2nc(C)cc(C)n2n1 | 0.5 | i | i
CC(C)(C)c1ccc(OCCCNCc2ccccc2)cc1 | -0.4 | i | i
c1ccc2c(c1)nnn2-c1ncnc2sc3c(c12)CCCC3 | -0.2 | i | i
C/C(CCN1CCc2nc(-c3ccccc3)c(-c3ccccc3)cc2C1)=N\O[C@@H](C)c1cn([C@H](CO)Cc2ccccc2)nn1 | -0.8 | i | i
C=CCOC(=O)/C(=C\c1ccccc1)NC(=O)c1ccc(C)cc1 | 0.6 | i | i
COc1ccc(CNC(=O)c2ccc(C)o2)cc1 | -3.8 | i | i
Cc1cc(C(C)c2ccccc2)c(O)c(CN2CCOCC2)c1C (stereo not drawn) | -0.1 | i | i
CC(C)(C)NC(=O)COC(=O)c1cc(S(=O)(=O)N2CCCCC2)ccc1N1CCOCC1 | 0.1 | i | i
